SUMO Mot1 rescue: yeast Mot1-301 growth rescue at high temperature, primary screen, SUMOylation pathway inhibitor project, S. cerevisiae, ATP luminescence, 38.5C | S. cerevisiae Mot1-301 growth rescue; percent above DMSO median, 100 means doubled | growth rescue, % at 18.8 µM | 320,000 compounds, 1% hits | AID 2716, 2010;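 active = every valid replicate shows activation above 250% relative to neutral control wells; inactive = the rest, any valid replicate at or below 250%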;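 note: OY570 slx delta 5 strain wells were the positive control but not used for scaling; some compounds called inactive have numbers as strong as hits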
PKA-R1A activ: activators of PKA-R1A holoenzyme, primary screen, biochemical, fluorescence polarization, Cy5-IP20, bovine R1A, mouse PKAc | cAMP-dependent protein kinase type I-alpha regulatory subunit (Bos taurus) + … | PKA-R1A dissociation; scaled: DMSO 0%, 113 µM cGMP 100% | activation, % at 11.4 µM | 340,000 compounds, 0.083% hits;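 active = percent activation above the mean of all tested compounds plus 3 SD, cut at about 19% in these data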;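 note: higher means more PKAc released from R1A so a rise in polarization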
CDK5 p35 inh: inhibitors of human CDK5/p35 kinase, primary screen, biochemical, single concentration; 330,000 compounds, 0.01% hits; AID 488839, 2010; inhibition, % at 10 µM; Cyclin-dependent kinase 5 (Homo sapiens) + Cyclin-dependent kinase 5 activator 1 (Homo …; Recombinant CDK5/p35, ADP-Glo luminescence, 60 min;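 active = highest replicate inhibition of at least 50% and at least 75% of replicates reaching 50%; inconclusive = only one of the two criteria met; inactive = both criteria failed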;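 note: plate controls were DMSO neutral control for no effect and GW8510 at 10 µM for full effect; many of its hits are not listed in these tables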
HTR5A inv ctr: HTR5A inverse agonists in luminescence cell assay, primary screen, counter-screen for OPRM1-OPRD1 heterodimer inverse agonist project, full-deck HTS; HTR5A cell line, inverse agonism; AID 504634, 2011; 5-hydroxytryptamine receptor 5A (Homo sapiens), P47898; 340,000 compounds, 0.083% hits; inhibition, % at 9.3 µM; in the data active = inhibition mostly above about 23%, no sharp cut-off; inactive = mostly below about 18%;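 note: 0% = cells with DMSO and 100% = no-cell wells with DMSO; some compounds called inactive have numbers as strong as hits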
Target sequence (P47898 whole entry, looked up): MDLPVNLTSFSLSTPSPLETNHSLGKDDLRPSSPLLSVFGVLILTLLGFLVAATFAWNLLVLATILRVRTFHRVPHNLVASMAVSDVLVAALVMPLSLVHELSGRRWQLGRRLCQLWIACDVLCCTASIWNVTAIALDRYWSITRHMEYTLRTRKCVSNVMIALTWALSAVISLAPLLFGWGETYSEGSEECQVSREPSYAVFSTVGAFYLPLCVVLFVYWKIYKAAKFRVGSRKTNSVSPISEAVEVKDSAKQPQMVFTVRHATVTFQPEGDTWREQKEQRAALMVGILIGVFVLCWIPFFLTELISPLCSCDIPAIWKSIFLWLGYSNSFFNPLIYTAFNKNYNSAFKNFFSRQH
phage Ecoli inh: growth loss of phage-infected E. coli, primary screen, RecBCD inhibitor project, absorbance, with phage, HTS; inhibition, % at 11.9 µM; 360,000 compounds, 0.26% hits; AID 651602, 2012; in the data active = inhibition above about 11%
HTR5A ag: HTR5A agonists in luminescence cell assay, primary screen, counter-screen for OPRM1-OPRD1 heterodimer agonist project, full-deck HTS; 340,000 compounds, 0.61% hits; cell-based; activation, % at 9.3 µM; 5-hydroxytryptamine receptor 5A (Homo sapiens), P47898; in the data active = activation mostly above about 9.5%, no sharp cut-off; inactive = mostly below about 7.6%;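 note: 0% = cells with vehicle only and 100% = reference agonist; strong numbers were not always called active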
Ecoli viability: E. coli V3065 growth inhibition, primary screen, counter-screen for AddAB inhibitor project, absorbance, OD600; 330,000 compounds, 0.27% hits; 18 h; inhibition, % at 11.9 µM;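 active = inhibition above the campaign's mean inhibition across all tested compounds plus 3 SD, cut at about 9.9% in these data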;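 note: uninfected addAB+ strain grown without phage in ampicillin broth; 0% = DMSO wells and 100% = ciprofloxacin 0.95 µg/ml wells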
AddAB inh: growth inhibition of E. coli expressing H. pylori AddAB, primary screen, AddAB inhibitor project, absorbance; inhibition, % at 11.9 µM; 330,000 compounds, 0.29% hits; in the data active = inhibition above about 12%;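 note: 0% = vehicle wells of infected cells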
Tat transport: E. coli Tat export inhibitors, primary screen, MC4100, TorA-mCherry reporter, fluorescence, single point; inhibition, % at 10 µM; 340,000 compounds, 0.036% hits;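 active = mean replicate inhibition at least 50% and at least half of replicates individually reaching 50%; inconclusive = only one of the two criteria met; inactive = neither criterion met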;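 note: exported cargo escapes ClpAP degradation while cytoplasmic cargo is degraded and loses fluorescence; 0% = median of neutral control wells and 100% = median of NaSCN control wells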
PKA-R2B act: activators of PKA-R2B holoenzyme, primary screen, biochemical, fluorescence polarization, Cy5-IP20, human. PKA-R2B holoenzyme dissociation; R2B truncated from residue 108, S112A mutant; 0% DMSO only, 100% 113 µM cGMP. activation, % at 11.4 µM. 340,000 compounds, 0.079% hits. AID 504700, 2011;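 active = activation above a cutoff set at the mean over all compounds plus 3 SD, cut at about 18% in these data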;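 note: higher means more holoenzyme dissociation and a rise in polarization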
Target sequence (P31323 whole entry, looked up, other chains not shown, the tested form may be a part): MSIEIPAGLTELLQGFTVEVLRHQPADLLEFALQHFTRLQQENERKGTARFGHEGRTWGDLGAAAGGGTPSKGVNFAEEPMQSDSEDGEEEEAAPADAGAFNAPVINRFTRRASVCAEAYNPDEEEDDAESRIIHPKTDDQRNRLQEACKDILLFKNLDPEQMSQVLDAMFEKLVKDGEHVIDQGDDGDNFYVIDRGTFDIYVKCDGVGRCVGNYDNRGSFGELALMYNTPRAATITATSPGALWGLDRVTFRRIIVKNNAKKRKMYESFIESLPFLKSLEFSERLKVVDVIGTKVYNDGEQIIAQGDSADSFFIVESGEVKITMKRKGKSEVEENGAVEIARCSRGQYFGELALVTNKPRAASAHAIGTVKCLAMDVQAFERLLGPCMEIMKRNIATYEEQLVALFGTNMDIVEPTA
DAGLB inh: DAGLB lipase inhibitors, primary screen, biochemical, fluorescence, HTS | HEK293T DAGLB membrane lysate, EnzChek fluorogenic substrate | Diacylglycerol lipase-beta (Homo sapiens), Q8NCG7 | 340,000 compounds, 0.059% hits | inhibition, % at 5.17 µM; in the data active = inhibition above about 34%;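 note: 0% = enzyme with vehicle and 100% = wells lacking enzyme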
An asterisk follows results filed as active; u = inconclusive; x = no result given.

SMILES	SUMO Mot1 rescue	PKA-R1A activ	CDK5 p35 inh	HTR5A inv ctr	phage Ecoli inh	HTR5A ag	Ecoli viability	AddAB inh	Tat transport	PKA-R2B act	DAGLB inh
CNc1nc(Cl)nc(NC(C)(C)C)n1	x	18	-1.1	-14	1.7	-3	-0.1	-0.5	-1	-9	-1
COc1cccc(CN(CC(=O)NCc2ccc(F)cc2)C(=O)c2ccco2)c1	153	6	1.0	-4	1.2	1	-2.6	2.0	-4	-3	-1
O=C(CSc1c2c(nc3cc(Cl)ccc13)CCCC2)NCCCN1CCOCC1	-17	0	-0.2	1	5.6	0	-4.3	-0.5	-8	1	-8
COc1ccc(/C=C/c2cc(C(F)(F)F)on2)cc1	433	-2	-3.3	1	1.6	1	1.2	0.3	5	-9	-12
CC(=O)c1ccc(NC(=O)CNc2cc(S(=O)(=O)N3CCOCC3)ccc2N2CCCC2)cc1	x	4	2.2	23	2.0	-4	x	x	-8	-7	5
c1ccc(N2CCN(c3nc4ccccc4[nH]3)CC2)nc1	5	5	0.7	25	1.7	8	-0.3	-2.3	2	3	1
NS(=O)(=O)c1ccc(NC(=S)NCc2ccc3c(c2)OCO3)cc1	-13	4	0.6	12	4.2	-5	1.9	2.1	-5	0	-1
Cc1nnc(SCc2nnc(-c3cccs3)o2)n1Cc1ccccc1	-25	-5	-1.6	-7	0.7	3	-1.2	0.0	1	-2	-2
O=C(COc1ccccc1)NCC(=O)N1CCCC1	-10	-8	-0.2	2	3.6	-1	2.7	4.5	-1	3	-2
CCc1c(O)nc(SCc2ccc(F)cc2)[nH]c1=O	6	0	0.3	-18	0.2	5	-2.5	0.5	11	-6	-1
COc1cc(C(=O)OCC(=O)N2CCCCC2C)cc(NC(=O)c2cccs2)c1OC (stereo unspecified)	9	-5	-0.7	5	2.5	-2	0.8	0.7	4	-5	-4
O=C(O)/C=C/C(=O)Nc1ccccc1-c1ccccc1	-5	-17	-1.4	-18	3.8	-1	-2.4	3.5	-4	4	-2
CCOc1ccc(S(=O)(=O)N/N=C\c2ccc3c(c2)OCO3)cc1	-34	-5	0.8	-23	-0.1	10	x	x	6	-2	1
CCN(CC)c1ccc(S(=O)(=O)N2CCOCC2)cc1NC(=O)CSc1n[nH]c(N)n1	2	-9	-0.4	-4	-1.1	1	1.6	0.3	-7	-9	0
Cc1c(NP(=O)(c2ccc(Br)cc2)c2ccc(Br)cc2)c(=O)n(-c2ccccc2)n1C	381*	3	-0.7	2	1.4	-1	-1.1	-2.1	5	11	1
O=C(CC1C(=O)NCCN1C(=O)Nc1ccc(C(F)(F)F)cc1)Nc1ccc(F)cc1 (stereo unspecified)	45	8	-1.5	-2	2.1	1	2.6	5.8	6	11	0
CCc1cccc(NC(=O)CCNS(=O)(=O)c2cccc3nonc23)c1	-11	-3	2.2	-11	6.8	4	-2.8	2.5	-4	-4	-4
COCCOCCOCCC(=O)NC1CC2CCC1(C)C2(C)C (stereo unspecified)	11	-10	-1.6	-18	0.6	5	-0.2	-0.8	-3	6	-2
COc1cc(Cl)cc(C2NC(=S)NC(c3ccccc3)=C2C(C)=O)c1OCC(=O)O (stereo unspecified)	519	-1	-2.2	-6	4.8	2	3.5	-0.9	-6	-3	3
CC(C)OC(=O)c1c(NC(=O)c2ccco2)sc2c1CCCC2	18	-6	x	-9	2.6	14*	-1.1	0.2	u	3	-1
COc1ccc(Br)cc1[C@H]1[C@@H]2C=CCC[C@@]2(C)C(=O)N1Cc1ccccc1	215	-8	3.5	-17	1.4	1	1.9	2.7	5	-4	-8
CCOc1ccc2nc(NC(=O)Cn3[nH]c(=O)c4ccccc4c3=O)sc2c1	221	2	1.1	-6	2.2	2	2.1	2.9	-5	11	5
CC(C)C[C@H](NC(=O)N1CCn2c1nc1ccccc12)C(=O)NC1CCCCC1	8	-12	-0.5	x	-0.9	x	-1.5	-0.7	4	0	1
NC(=O)C1CCN(Cc2nc3cc(Cl)ccc3c(=O)[nH]2)CC1	11	3	-4.2	2	2.5	3	-2.4	-2.5	-4	-1	2
CCOC(=O)C1(CC2CC2)CCN(C(=O)c2cc(OC)nc3ccccc23)CC1	-7	-3	0.1	-41	3.1	5	-2.2	-3.4	16	-6	-2
Cc1ccc(F)cc1NC(=O)c1cccc(N(C)C)c1	-4	-3	-3.5	3	2.5	-1	2.1	1.9	-6	-3	3
COc1ccc2[nH]c3c(c2c1)CCN1C(=O)C(CC(=O)NCCc2ccccn2)C[C@H](C(=O)N2CCCCC2)[C@@]31C (stereo partly specified)	x	-1	-4.1	-2	5.9	1	-0.9	0.7	1	-13	0
CC(OC(=O)C1CCN(S(=O)(=O)c2ccc3c(c2)OCCO3)CC1)C(=O)NC1(C#N)CCCCC1 (stereo unspecified)	x	2	0.3	-4	1.0	-1	x	x	2	0	-1
O=C(Cc1ccc2ccccc2c1)NC(Cc1ccccc1)C(=O)O (stereo unspecified)	x	-7	0.3	9	1.8	-3	0.2	1.5	-2	-1	-1
CCC(CO)Nc1ncnc2onc(-c3ccc(F)cc3)c12 (stereo unspecified)	-14	-14	0.3	-11	2.0	3	0.2	1.3	1	-1	-2
CCN1CCN(Cc2ccc(NC(=O)c3ccc(C)c(NC(=O)c4cc(-c5ccc(Br)cc5)n[nH]4)c3)cc2C(F)(F)F)CC1	-23	-8	-0.6	1	1.8	-3	0.4	2.4	-1	-12	-2
COc1ccc(Oc2c(Cl)cnn(-c3ccc(F)cc3)c2=O)cc1	-17	7	-0.8	18	-1.9	-8	-0.2	1.1	2	4	-3
S=C1NCCN1CC1CCN(CC2CCCC2)CC1	x	-16	-0.1	6	3.6	-2	x	x	-7	7	-2
COc1cc(OC)cc(C(=O)NCC(=O)OCc2nc3ccccc3s2)c1	x	0	1.3	-3	5.0	1	-0.2	-0.3	2	14	-1
CN(C)S(=O)(=O)N1CCN(Cc2ccccc2)CC1	-2	13	1.3	-11	1.4	7	0.2	2.6	2	0	0
Cc1c(NS(=O)(=O)c2ccc(F)cc2)c(=O)n(-c2ccccc2)n1C	-14	-2	-0.1	-18	1.2	2	2.1	2.9	0	-9	2
CC(=O)N(Cc1ccccn1)Cc1ccco1	-8	-14	0.4	9	2.7	4	0.0	-4.0	-6	-2	-1
COc1ccc(C(=O)N(Cc2ccc(N(C)C)cc2)C2CCS(=O)(=O)C2)cc1 (stereo unspecified)	121	-7	-1.4	3	1.6	-1	1.9	-0.3	-6	2	-1
O=C(Nc1cccc(F)c1)Nc1ccccn1	-2	-5	2.1	4	0.8	-1	-0.9	1.6	-1	-5	-1
Cc1nn(C)c(C)c1Sc1ccc(Br)cc1	-6	0	0.4	-5	2.5	4	0.0	1.5	-6	1	-4
CC/C(=N/NC(=O)c1ccccc1)c1ccc(OCCN2CCOCC2)cc1	9	-5	-1.8	14	4.0	1	0.0	3.2	5	-4	1
Cc1coc2c(O)cc3c(c12)OC1(N2CCCCC2)C(=O)NCCCC31 (stereo unspecified)	183	-11	-0.7	1	1.0	1	2.3	4.6	14	3	3
COc1ccc(NC(=S)Nc2ccc(OCc3ccccc3)cc2)c(OC)c1	27	-7	2.1	-16	0.9	5	0.0	1.1	-8	-11	1
Cc1noc(C)c1COC(=O)[C@@H](NC(=O)c1ccccc1Cl)C(C)C	-22	x	-0.2	x	2.2	x	-1.8	-0.9	-9	x	x
CCCn1c(SCC(=O)O)nc2ccccc21	32	0	-0.4	1	x	0	2.1	3.0	-11	8	1
COc1cccc(C(=O)NCC(C)(C)SCc2ccc(F)cc2)c1	16	-3	0.0	-6	0.6	2	-0.7	-2.5	-2	-4	-53
CCN(CC(=O)Nc1c(F)cccc1F)C(=O)c1ccc(S(=O)(=O)N2CCCC2)cc1	-7	9	1.2	3	3.7	2	2.1	4.9	-8	-9	2
CC(=O)c1c(C)nc2ccc(Br)cc2c1-c1ccccc1	-19	4	-2.7	17	2.8	1	0.3	0.7	8	8	-1
Cc1cc(NS(=O)(=O)c2ccc(NC(=O)COc3ccc(Cl)c(C)c3)cc2)no1	x	1	0.9	-4	2.6	-2	x	x	-5	12	4
COc1cccc(-c2c(C(=O)N/N=C(\C)c3ccncc3)nnn2-c2nonc2N)c1	-17	4	-1.3	-7	0.5	2	1.4	2.5	-6	-2	2
COc1ccccc1C1c2ccc3ccccc3c2Oc2ncn(CCN(C)C)c(=N)c21 (stereo unspecified)	-15	0	-3.0	1	0.7	0	0.3	-2.9	-3	-6	-1

Screens (PubChem BioAssay)
